MDM2 E3 inh: Mdm2 E3 ligase (human) inhibition; Q00987; cell-based MDM2 ubiquitination luciferase reporter, 2 h; 0 = plate control, 100 = twice control, blank-subtracted; signal enhancement, % at 5 µM; 210,000 compounds, 0.11% hits;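 active means signal enhancement of 30% or more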;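 further: luminescence tracks abundance of the self-degrading MDM2-luciferase fusion protein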
Target sequence (Q00987 whole entry, looked up, the tested form may be a part): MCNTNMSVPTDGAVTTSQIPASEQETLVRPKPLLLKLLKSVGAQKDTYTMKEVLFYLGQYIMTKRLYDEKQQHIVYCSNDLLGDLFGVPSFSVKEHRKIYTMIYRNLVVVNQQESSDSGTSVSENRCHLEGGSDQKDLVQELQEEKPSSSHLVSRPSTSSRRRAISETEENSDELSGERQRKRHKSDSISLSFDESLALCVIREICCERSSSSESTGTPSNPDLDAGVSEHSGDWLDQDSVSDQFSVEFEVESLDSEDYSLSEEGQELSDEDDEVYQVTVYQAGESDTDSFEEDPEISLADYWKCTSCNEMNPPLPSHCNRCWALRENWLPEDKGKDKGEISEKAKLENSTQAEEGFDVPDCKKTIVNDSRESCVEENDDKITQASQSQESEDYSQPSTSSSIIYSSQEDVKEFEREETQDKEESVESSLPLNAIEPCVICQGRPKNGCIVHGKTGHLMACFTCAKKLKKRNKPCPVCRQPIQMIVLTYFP
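Buffer or medium: Cells held in DMEM | Assay system: Stable mammalian line carrying autodegrading MDM2–luciferase fusion reporter | Quantity: 2000 cells/well | Times: 4 h settle plus 2 h compound, 37 °C | Doses: One concentration, 5 µM, with 0.2% DMSO | Technique: Luminescence with SteadyLite reagent, 15 min at room temperature | Benchmarks: Plate controls and plate blanks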
NPY2 pot ag: potentiates or activates human NPY-Y2 receptor; activation, % at 3.6 µM; AID 1359; cells expressing NPY-Y2, potentiator/agonist read-out; 220,000 compounds, 0.45% hits; in the data active means activation above about 27%;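 further: cells stimulated with NPY near EC25 plus isoproterenol at EC100; 0% = vehicle plus submaximal agonist and 100% = vehicle plus saturating agonist; some results beyond the cut were filed as inactive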
Target sequence (P49146 whole entry, looked up): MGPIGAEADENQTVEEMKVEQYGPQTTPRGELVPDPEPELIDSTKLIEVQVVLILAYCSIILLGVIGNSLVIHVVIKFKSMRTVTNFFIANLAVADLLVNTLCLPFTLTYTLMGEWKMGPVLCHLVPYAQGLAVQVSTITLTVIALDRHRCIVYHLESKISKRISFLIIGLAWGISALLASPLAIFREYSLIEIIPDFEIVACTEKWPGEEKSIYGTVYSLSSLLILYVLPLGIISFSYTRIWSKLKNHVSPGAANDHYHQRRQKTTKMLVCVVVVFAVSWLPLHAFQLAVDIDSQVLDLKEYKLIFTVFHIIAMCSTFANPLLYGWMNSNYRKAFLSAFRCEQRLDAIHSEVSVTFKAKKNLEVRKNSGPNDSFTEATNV
S1P4 ag: activates the human S1P4 receptor; O95977; S1P4-expressing cell line, agonist reporter assay; activation, % at 4.98 µM; 220,000 compounds, 0.35% hits; in the data active means activation above about 11%;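 further: 0% = DMSO vehicle and 100% = reference agonist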
Ba/F3 V617F tox: reduce viability of Ba/F3 cells dependent on JAK2V617F. 220,000 compounds, 1.1% hits. Ba/F3 EpoR-JAK2V617F viability, ATP luminescence. inhibition, % at 5.6 µM. AID 1446;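 active means inhibition above the campaign mean plus 3 SD over all tested compounds, cut at about 24% in these data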;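 further: cytokine-independent growth of Ba/F3 cells driven by EpoR plus mutant JAK2; 0% = DMSO-treated cells and 100% = JAK inhibitor I control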
Wee1 stabilizer: human Wee1 degradation inhibition, primary screen; 220,000 compounds, 1.2% hits; HeLa Luc-Wee1K328M stability, luciferase luminescence; 100% = proteasome inhibitor MG132 effect; reporter increase, % at 5 µM; AID 1321;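 active means activation above the mean of all tested compounds plus 3 SD, set per screening run, cut at about 8.8% in these data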;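 further: cells exposed to compound for 20 h before luminescence read; 0% = DMSO alone and 100% = MG132 at 30 µM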
PERK inhibitor: blocks human PERK kinase. inhibition, % at 5.6 µM. AID 1416. CHO PERK-DD fusion, SEAP luminescence translation reporter. 220,000 compounds, 0.17% hits. Q9NZJ5;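 active means inhibition above the mean inhibition of all tested compounds plus 3 SD, set separately per screening campaign, cut at about 2.9% in these data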;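 further: PERK kinase domain activated by AP20187 dimerizer at 100 nM; 0% = DMSO with dimerizer and 100% = rapamycin at 8.4 µM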
S1P4 antagonist: antagonists of human S1P4 receptor. 220,000 compounds, 0.26% hits. inhibition, % at 4.98 µM. S1P4-expressing cells, antagonist mode, reporter read-out; in the data active means inhibition above about 29%;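 further: 0% = wells stimulated with agonist and 100% = vehicle wells without agonist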
BaF3 tox: reduces parental Ba/F3 cell viability, JAK2V617F counter-screen. CellTiter-Glo ATP luminescence. inhibition, % at 5.6 µM. 220,000 compounds, 1.1% hits. AID 1486;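 active means inhibition above a per-campaign cutoff, the mean inhibition of all tested compounds plus 3 SD, cut at about 27% in these data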;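 further: 0% = DMSO wells and 100% = JAK Inhibitor I control wells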
eIF4E-4G inh: blocks eIF4E binding to eIF4G. P63073+Q04637. TR-FRET eIF4E-eIF4GI(517-606) binding, 2 h. inhibition, % at 21.7 µM. 220,000 compounds, 0.37% hits. AID 782;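 active means inhibition above about 30%, limit read from the data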;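 further: 0% = full FRET control wells and 100% = background wells lacking eIF4GI fragment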
Numbers without * were called inactive; x = no result given; [ ] = another dose, or the depositor's remark.

SMILES	MDM2 E3 inh	NPY2 pot ag	S1P4 ag	Ba/F3 V617F tox	Wee1 stabilizer	PERK inhibitor	S1P4 antagonist	BaF3 tox	eIF4E-4G inh
O=C1/C(=C/c2cccnc2)SC(=S)N1c1ccccc1	-18	-14	-0.5	3	-1	0.1	-14	6	-5[fluorescence artefact?]
Cc1ccc(N(CC(=O)NC(C)(C)C)C(=O)CNC(=O)c2cccs2)c(C)c1	-11	0	-0.4	-3	0	-0.1	-1	1	1
O=C(NNS(=O)(=O)c1ccc(F)cc1)c1sccc1-n1cccc1	-15	6	0.6	-1	-4	-0.2	-1	-4	-2
O=C(NCc1ccco1)c1c(F)cccc1Cl	-4	-8	2.5	1	-3	0.3	-6	3	-6[fluorescence artefact?]
CC1(C)CC(=O)N(CC(=O)NCc2ccc(F)cc2)c2ccccc2S1(=O)=O	-6	-11	-0.5	-7	-2	-0.1	-5	-1	-1
CC(=O)NCC(=O)OCc1ccc([N+](=O)[O-])cc1	10	4	1.1	0	3	1.4	-1	4	5
CC1(C)OC(=O)C(=CNc2ccccc2F)C(=O)O1	-12	3	-1.6	-6	-4	-0.1	-14	1	-10
Cn1c(N2CCOCC2)nc2c1c(=O)n(Cc1ccc(Cl)cc1)c(=O)n2C	x	-12	-3.1	-1	-1	-1.0	0	3	x
CCN(CC)S(=O)(=O)c1ccc(N2CCOCC2)c(NC(=O)c2c3c(nc4ccccc24)CCC3)c1	-4	1	-2.1	1	5	-0.1	-12	6	13
O=C(NCc1cccnc1)c1cccc(C(F)(F)F)c1	-10	7	-1.3	-2	-2	1.0	-20	0	-6[fluorescence artefact?]
COc1cc(OC)cc(C(=O)NCCNC(=O)c2ccccc2)c1	-13	8	1.0	-4	-3	-0.8	12	0	1
Clc1ccc(N=NN2CCOCC2)cc1	-15	5	1.0	-1	3	0.5	11	3	5
N#Cc1ccc(N2CCCC2C(=O)O)c([N+](=O)[O-])c1 (centres undefined)	-6	7	-1.9	-1	0	-0.2	-6	0	0
CCOC(=O)CNC(=O)CSc1nc2sc(C)c(C)c2c(=O)n1C	-2	-7	0.2	-4	0	0.7	-13	-2	-5
O=C(c1cnccn1)N1CCN(C/C=C/c2ccccc2)CC1	-3	-1	-2.0	-5	-3	0.3	-16	0	-2
O=S(Cc1ccc(Br)cc1)Cc1nnc(SCc2ccc(Cl)cc2)n1-c1ccccc1 (centres undefined)	-11	-18	-0.5	5	-2	0.3	-17	9	0
CCOC(=O)c1c(NC(=O)C(=O)N/N=C/c2ccc(OCC)cc2)sc2c1CCCCC2	3	7	2.4	-2	-1	0.9	2	6	3
O=C(/C=C/c1ccco1)Nc1ccccc1N1CCCC1	-1	3	0.7	3	-3	0.9	8	4	8
Cc1ccc(CNC(=O)c2ccc3c(=O)[nH]c4c(C(=O)NCC5CCCO5)sc(=S)n4c3c2)cc1 (centres undefined)	1	-7	-1.3	0	0	0.0	9	2	0
O=C(Nc1ccccc1C(=O)N1CCOCC1)C1CCC(=O)N1C1CCCC1 (centres undefined)	-16	7	1.3	0	-2	1.1	-12	1	4
O=[N+]([O-])c1ccc(Oc2ccc(/C=N/O)cc2)nc1	-2	-20	-1.0	3	-4	0.4	1	4	6
CC1CC2(C)CC(C)C1(COC(=O)Nc1ccccc1)CO2 (centres undefined)	x	-15	0.1	-5	-1	0.6	12	4	-1
N/N=C(\Cc1cscn1)c1ccc(O)cc1O	-3	-9	2.1	-7	-1	0.6	-10	0	-3
Cc1cc(-c2ccc(Cl)s2)n[nH]1	-8	-16	-1.8	2	4	0.9	-6	6	1
COc1ccccc1NC(=S)NNC(=O)c1nn(C)c(C)c1Cl	-15	-11	1.5	2	2	0.2	4	9	4[fluorescence artefact?]
O=C1[C@@H]2C(c3cccnc3)=NO[C@@H]2C(=O)N1c1ccc(Cl)cc1Cl	-16	4	1.8	-6	-3	2.2	-9	6	3
O=C(CSCc1cccc(Cl)c1)N/N=C/c1ccc(OCC(=O)N2CCCCC2)cc1	-8	9	-0.5	-3	0	-0.9	-15	6	2
CCCCc1ccc(N/C(N)=N/c2nc(C)cc(C)n2)cc1	-43	2	1.5	41*	-1	-2.1	6	35*	1
COc1ccc(-n2nc(C(=O)NCC(=O)NCC3COc4ccccc4O3)c3ccccc3c2=O)cc1OC (centres undefined)	-4	1	-0.2	-5	3	-0.3	-8	1	2
COc1ccc(OC)c(C2/C(=C(\O)c3ccc(OC)c(Cl)c3)C(=O)C(=O)N2CCN(C)C)c1 (centres undefined)	x	-6	-0.7	-4	-2	0.8	-10	-2	-21
O=C(Nc1ccc(Nc2ccncc2)cc1)c1ccc([N+](=O)[O-])cc1	-24	-9	0.5	6	0	-0.6	8	4	3
Cc1c(NC(=O)C(C)Sc2ccccc2)c(=O)n(-c2ccccc2)n1C (centres undefined)	3	-11	2.0	3	1	-0.2	8	4	-1
Nc1ccc(OCC(O)C[n+]2ccc(CCS(=O)(=O)[O-])cc2)cc1 (centres undefined)	-8	-4	-0.7	3	1	0.4	-8	3	3
COCCCn1cn[nH]c1=S	-15	-5	-0.6	3	0	-0.6	-17	2	-2
C=CCc1c(C)nc(-c2ccccc2)nc1N/N=C/c1ccncc1	-22	0	-1.8	1	2	-0.1	5	6	-1
O=C(NCC1CCCO1)C(=O)N/N=C/c1ccc(O)c(Cl)c1 (centres undefined)	-5	-1	1.9	-3	4	0.4	14	-1	7
COc1ccc(CCNC(=O)CSc2nc3cc(Cl)ccc3o2)cc1OC	3	-10	1.0	-2	-1	-1.8	-15	4	0
O=C(O)CNS(=O)(=O)/C=C/c1ccccc1	-8	-10	1.6	1	0	1.0	-3	1	1
Cc1ccc(S(=O)(=O)N2CCOCC2)cc1NC(=O)CSc1nccn1C	-14	13	-1.3	0	3	0.5	-13	6	1
CC12CCC(C(=O)NCc3ccc(F)cc3)(OC1=O)C2(C)C (centres undefined)	-7	4	0.2	-1	0	1.4	-8	3	2
O=C1CC(/C=C/c2ccco2)=Nc2ccccc2N1	-5	1	0.2	2	0	0.4	-13	1	-4
CCNc1ncnc2c1cnn2C	-3	0	-0.8	-1	0	0.2	-5	7	-2
COc1c(C)cc(Br)cc1C(=O)Nc1ccc(Cc2ccncc2)cc1	-1	-2	5.0	-1	-1	-0.8	-1	5	3
CC(C)n1c(Nc2ccccc2)nc2ccccc21	-3	14	-2.7	-2	1	1.3	3	2	2[fluorescence artefact?]
Cc1ccc2nc(SCc3cccc([N+](=O)[O-])c3)nc(C)c2c1	-6	-19	0.1	1	-1	0.9	-19	2	4
Cc1ccccc1-c1ccc(C(=O)Nc2cccc(F)c2)o1	x	-5	0.9	-4	2	0.8	6	3	1
Cc1ccccc1N(CC(=O)N/N=C/c1ccc(F)cc1)C(=O)c1ccccc1	-20	-14	-0.1	-1	3	-0.5	13	3	0
Cc1ccccc1NC(=O)/C(=C\c1cccs1)NC(=O)c1ccccc1	-8	-28	2.0	-3	5	-0.2	-6	1	-3
COc1ccc(NC(=O)c2cc3ccccc3o2)cc1	-5	6	1.6	-1	-2	0.5	-3	5	-4
O=C(O)CCCCCNC(=O)Cn1nnc2ccccc2c1=O	-6	-4	2.1	-2	-2	0.3	-8	3	1
C=C(C)C(=O)Nc1cccnc1Oc1ccc(F)cc1F	-10	11	-1.6	-1	0	1.5	-2	0	1
COc1c(C)cc(NC(=O)c2ccc3c(c2)NC(=O)CO3)cc1C	-2	-16	0.1	-1	4	-0.5	2	5	0
N#Cc1nc(COc2cccc(Cl)c2)oc1N1CCN(c2ccccc2)CC1	-11	-18	-1.1	-6	1	1.2	-5	1	5
CN(C)S(=O)(=O)c1cc(NC(=O)CN2CCCc3ccccc32)ccc1Cl	6	8	1.6	-3	-1	0.7	-4	7	-1
CCC(C)(C)n1nnnc1CN1CCC(NC(=O)c2ccccc2C)CC1	-5	7	-0.8	-5	5	0.1	1	3	-2
CCN(CC)S(=O)(=O)c1ccc(N2CCCCC2)c(NC(=O)/C=C/c2cc(OC)c(OC)c(OC)c2)c1	3	-31	0.0	-7	-2	-0.7	-17	-1	11
NS(=O)(=O)c1ccc(NC(=O)CSc2ccccn2)cc1	-10	9	0.6	-3	1	1.6	-16	0	x
COc1ccc2cc(C)c3nnc(SCc4cccnc4)n3c2c1	-5	0	1.4	0	0	0.1	-19	5	-2
C#CCNC(=O)C1=C[C@H](c2ccc(C(F)(F)F)cc2)C[C@H](OCCCCO)O1	x	-1	-0.2	-2	2	0.6	-4	-2	0
CCc1ccc(O)c(N=Cc2ccccc2O)c1	9	8	-0.4	0	1	1.1	-1	5	-1

Overlap with the part before: 4 entries, then new ones.
SMILES	MDM2 E3 inh	NPY2 pot ag	S1P4 ag	Ba/F3 V617F tox	Wee1 stabilizer	PERK inhibitor	S1P4 antagonist	BaF3 tox	eIF4E-4G inh
NS(=O)(=O)c1ccc(NC(=O)CSc2ccccn2)cc1	-10	9	0.6	-3	1	1.6	-16	0	x
COc1ccc2cc(C)c3nnc(SCc4cccnc4)n3c2c1	-5	0	1.4	0	0	0.1	-19	5	-2
C#CCNC(=O)C1=C[C@H](c2ccc(C(F)(F)F)cc2)C[C@H](OCCCCO)O1	x	-1	-0.2	-2	2	0.6	-4	-2	0
CCc1ccc(O)c(N=Cc2ccccc2O)c1	9	8	-0.4	0	1	1.1	-1	5	-1
Cc1oc(-c2ccccc2F)nc1CS(=O)(=O)CC(=O)N1CCCCCC1	-7	12	0.4	-2	1	-0.5	-3	0	-1
CC(=O)Nc1c(C(=O)N2CCN(c3ncccn3)CC2)cnn1-c1ccccc1Cl	x	-1	1.2	4	0	0.8	-16	4	x
COCCCNCC(=O)c1c(N)n(Cc2ccccc2)c(=O)n(C)c1=O	-7	-10	0.2	-3	1	1.1	-3	5	9[fluorescence artefact?]
O=C(NN1C(=O)c2ccccc2NC12CCCCC2)c1ccccc1	-26	-7	0.0	0	0	0.3	-4	3	6
Cc1c(C#N)c(O)n(CCO)c(=O)c1N=Nc1ccc2c(c1)COC2=O	-16	-25	0.3	5	-4	0.9	7	4	5
O=[N+]([O-])c1ccc(Cl)c(S(=O)(=O)/N=C(/c2ccccc2)N2CCOCC2)c1	x	6	-1.4	0	2	1.0	-1	7	0
NC(=O)NNc1cccc(Cl)n1	-28	-12	-1.3	4	-1	2.2	11	7	3
C=CCOc1cccc(C2C(C(=O)c3ccc(C)o3)=C(O)C(=O)N2c2nccs2)c1 (centres undefined)	-41	6	-0.7	-3	3	1.0	-13	0	-3
Cc1ccc(C(=O)C2C(=O)c3ccccc3C2=O)cc1	-4	2	-0.2	0	3	0.8	-3	1	9
CCCCN=C1CC(C)(C)CC(=O)/C1=C(/O)CCCN1C(=O)c2ccccc2C1=O	-12	-5	-1.3	0	3	-0.5	-37	1	3
CC(C)(C)c1nnc(NC(=O)Cc2ccc(Br)cc2)s1	-8	4	-1.1	2	-3	1.1	-18	8	-4
COc1ccc(C(=O)C(OC(=O)CNC(=O)c2ccco2)c2ccccc2)cc1 (centres undefined)	11	-6	1.8	-5	0	-0.2	-14	-3	3
CC(=O)c1c(-c2ccc(Cl)cc2)c2ccccc2[nH]c1=O	2	6	0.8	3	7	0.5	7	0	-1
COC(=O)c1cc(-c2cccc(OC)c2)n[nH]1	-22	4	1.7	2	-1	-0.9	-4	1	6

Screening results deposited in PubChem by several laboratories.
